# Compound activity deposited in PubChem BioAssay by Sanford-Burnham Center for Chemical Genomics.
# HKDC1 inhibitor: inhibitors of human hexokinase HKDC1. recombinant HKDC1, G6PDH/diaphorase resazurin coupled fluorescence. inhibition, % at 20 µM. AID 493160. 340,000 compounds, 0.16% hits. Q2TB90;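 active = inhibition above about 35% when tested at 20 µM, limit read from the data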;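 also: plate controls were DMSO wells with enzyme for no effect and DMSO wells lacking enzyme for full effect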
#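 test system = in-house recombinant HK5 (HKDC1) enzyme | amount = HKDC1 at 5 µg/mL | control set = DMSO-enzyme wells negative, buffer-substituted wells positive | compound = one dose of 20 µM, 1% DMSO | schedule = reaction time 90 min, room temperature, protected from light | technique = resorufin fluorescence at 613 nm | reagent = glucose with 1 mM ATP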
# SENP1 inh: blocks the human SENP1 SUMO protease catalytic domain; Q9P0U3; AID 624204; recombinant SENP1 catalytic domain, CyPet-SUMO1-YPet FRET cleavage; 360,000 compounds, 0.21% hits; inhibition, % at 10 µM;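 active = inhibition at least 30% at 10 µM, raw YFP signal under a set limit, fluorescence ratio 0.5 to 1.5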;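 also: 0% = enzyme with DMSO and 100% = no enzyme wells; some results filed as inactive read as strong as hits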
# Target sequence (Q9P0U3 419-644 limits assumed): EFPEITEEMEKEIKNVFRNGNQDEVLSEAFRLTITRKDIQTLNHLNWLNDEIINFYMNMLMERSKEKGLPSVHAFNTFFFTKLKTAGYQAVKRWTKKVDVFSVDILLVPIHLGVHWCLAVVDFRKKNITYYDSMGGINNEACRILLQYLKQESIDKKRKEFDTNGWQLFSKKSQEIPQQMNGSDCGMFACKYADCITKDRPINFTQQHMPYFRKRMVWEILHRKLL
#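 material = recombinant human SENP1 catalytic domain, His6-tagged | quantity = 20 pM enzyme | reagent = 25 nM SUMO1 FRET substrate | compound dosing = 10 µM single point, 0.5% DMSO | timing = 50 min enzyme reaction, room temperature, light-protected | detection = FRET, CFP and YFP emission | control set = no-enzyme low, enzyme-DMSO high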
# SENP8 block-1: SENP8 protease inhibition; Q96LD8; AID 2540; inhibition, % at 10 µM; purified SENP8, Z-RLRGG-aminoluciferin cleavage, luminescence; 330,000 compounds, 1.2% hits; in the data active = inhibition above about 50%
# Target sequence (Q96LD8 whole entry, looked up): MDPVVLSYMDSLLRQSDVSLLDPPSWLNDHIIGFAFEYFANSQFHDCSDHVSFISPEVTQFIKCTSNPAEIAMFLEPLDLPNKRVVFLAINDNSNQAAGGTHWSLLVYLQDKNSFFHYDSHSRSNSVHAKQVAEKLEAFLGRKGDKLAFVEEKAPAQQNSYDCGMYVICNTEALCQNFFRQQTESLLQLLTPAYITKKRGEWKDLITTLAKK
# SENP6 inh: blocks the human protease SENP6; Recombinant SENP6 catalytic domain, aminoluciferin luminescence; AID 2599; Q9GZR1; 330,000 compounds, 1.8% hits; inhibition, % at 10 µM;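 active = inhibition above about 50% at the single tested dose, limit read from the data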;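 also: plate controls were DMSO wells with enzyme for no effect and DMSO wells lacking enzyme for full effect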
# Target sequence (Q9GZR1 628-1112 limits assumed): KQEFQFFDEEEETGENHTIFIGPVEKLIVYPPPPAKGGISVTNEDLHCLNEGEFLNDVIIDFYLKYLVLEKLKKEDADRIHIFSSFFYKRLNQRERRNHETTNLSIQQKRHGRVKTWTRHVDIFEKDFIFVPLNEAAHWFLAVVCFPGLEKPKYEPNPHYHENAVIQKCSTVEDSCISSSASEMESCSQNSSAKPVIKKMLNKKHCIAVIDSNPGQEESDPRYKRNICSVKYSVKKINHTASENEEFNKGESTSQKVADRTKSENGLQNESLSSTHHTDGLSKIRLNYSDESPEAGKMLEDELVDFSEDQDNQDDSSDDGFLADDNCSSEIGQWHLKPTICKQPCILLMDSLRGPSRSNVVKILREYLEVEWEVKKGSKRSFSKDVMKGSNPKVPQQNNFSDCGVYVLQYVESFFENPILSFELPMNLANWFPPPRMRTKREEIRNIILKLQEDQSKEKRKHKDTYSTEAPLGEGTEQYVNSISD
# SENP7 inh: blocks the human protease SENP7. inhibition, % at 5 µM. Q9BQF6. recombinant SENP7, Z-RLRGG-aminoluciferin luminescence, 40 min. 330,000 compounds, 1.5% hits;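 active = inhibition above about 50% at the single test dose, limit read from the data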;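 also: plate controls were DMSO with enzyme for no effect and no enzyme buffer wells for full effect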
# beta cell repl: inducers of beta-cell replication in MIN6 cells | MIN6 cells proliferation, ATPlite luminescence, 48 h; cells starved in 0.2% serum; 100% = growth in 10% serum | proliferation, % at 10 µM | 330,000 compounds, 0.29% hits;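 active = compounds whose signal lies at least 3.5 SD above the mean of all wells on their plate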;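 also: 0% = DMSO-treated cells in low-serum medium and 100% = 10% serum control; some compounds called inactive have numbers as strong as hits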
# PfG6PD inh: PfG6PD (Plasmodium falciparum) enzyme inhibition. 350,000 compounds, 0.78% hits. AID 504690. inhibition, % at 20 µM. PfGluPho enzyme, NADPH resazurin-diaphorase fluorescence;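 active = inhibition reaching at least a set limit at 20 µM in the primary screen, cut at about 59% in these data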;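 also: 0% = DMSO wells with substrate and 100% = DMSO wells lacking glucose-6-phosphate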
# UBC13 inh: human UBC13 polyubiquitination inhibition; P61088; AID 485273; inhibition, % at 20 µM; UBC13 polyubiquitin chain formation, TR-FRET; 330,000 compounds, 0.47% hits; in the data active = inhibition above about 45%, passing the limit was not always enough
# SENP8 block-2: SENP8 (human) protease inhibition | Q96LD8 | 360,000 compounds, 0.64% hits | AID 602440 | recombinant SENP8, Nedd8 substrate fluorescence | inhibition, % at 20 µM; in the data active = inhibition mostly above about 40%, no sharp cut-off; inactive = mostly below about 27%
# * marks the source's active call; other numbers are inactive results; / = no result given.
1) CC(NC(=S)Nc1ccc(Cl)cc1)C(c1ccccc1)N1CCOCC1 (stereo not drawn)
2) CCn1nc(NC(=O)C(C)C)c2cc3cccc(C)c3nc21
3) N=c1c(C(=O)NCc2ccco2)cc2c(=O)n3ccccc3nc2n1C1CCCC1
4) CCN(CC(=O)NCc1ccncc1)S(=O)(=O)c1cc(Cl)ccc1Cl
5) NS(=O)(=O)c1ccc(NC(=O)c2ccc(S(=O)(=O)N3CCCCC3)cc2)cc1
6) Cc1ccc(CNc2nc3ccc(C)cc3n3cnnc23)cc1
7) Cc1c(C(=O)NC(=S)NCc2cccnc2)cccc1[N+](=O)[O-]
8) Cc1ccc(S(=O)(=O)Nc2nc(C)c(C(=O)NNS(=O)(=O)c3cc(C)ccc3C)s2)cc1

Screen / compound no.	1	2	3	4	5	6	7	8
HKDC1 inhibitor	-1	0	-3	5	7	-5	-1	-1
SENP1 inh	1	-19	-32	1	2	-56	1	-12
SENP8 block-1	7	2	-9	-4	-2	-13	1	-4
SENP6 inh	4	11	-12	-13	-9	-4	3	-28
SENP7 inh	7	-10	-11	7	4	-13	-4	10
beta cell repl	-3	-3	0	4	-4	1	-4	-2
PfG6PD inh	-3	21	10	-13	-20	17	6	-8
UBC13 inh	7	2	-13	6	4	6	8	-5
SENP8 block-2	26	-332	-315	3	23	-152	10	-14

# Sorted by the number under UBC13 inh (rising): 3 from the list above.
nr	canonical_smiles	UBC13 inh
3	N=c1c(C(=O)NCc2ccco2)cc2c(=O)n3ccccc3nc2n1C1CCCC1	-13
5	NS(=O)(=O)c1ccc(NC(=O)c2ccc(S(=O)(=O)N3CCCCC3)cc2)cc1	4
6	Cc1ccc(CNc2nc3ccc(C)cc3n3cnnc23)cc1	6

# Carrying on:
9) Cc1ccc(C(C)C)c2c1C(c1ccc3c(c1)OCO3)CC(=O)O2 (stereo not drawn)
10) CC(=O)Nc1ccc(S(=O)(=O)N2CCN(S(=O)(=O)c3ccc(NC(C)=O)cc3)CC2)cc1
11) Cc1cc(C)n2nc(SCC(=O)N(CCC#N)c3ccc(F)cc3)nc2n1
12) CN(C)N=Nc1ccc(S(N)(=O)=O)cc1
13) CCNc1nc(Sc2ccc(C)cc2)cc(C(F)(F)F)n1
14) OCCc1c[nH]c2ccc(C(F)(F)F)cc12
15) CCc1nnc(NC(=O)c2cc3ccccc3oc2=O)s1
16) Cc1ccc(S(=O)(=O)CCC(=O)OC(C)c2nnc(-c3cccs3)o2)cc1 (stereo not drawn)

Screen / compound no.	9	10	11	12	13	14	15	16
HKDC1 inhibitor	-2	-3	-6	-12	0	-8	1	-2
SENP1 inh	2	-1	2	1	2	2	-5	-1
SENP8 block-1	/	-9	-6	-1	-16	-5	0	12
SENP6 inh	/	11	-3	-20	-2	0	-10	0
SENP7 inh	0	-10	-8	-4	-1	0	5	2
beta cell repl	/	-2	2	1	-5	2	-3	-6
PfG6PD inh	-10	2	-14	3	13	20	-16	6
UBC13 inh	/	-3	-13	-3	1	3	-11	-1
SENP8 block-2	8	4	16	8	-14	5	6	-7

17) COc1ccccc1NC(=O)CCCn1c(=S)[nH]c2ccccc2c1=O
18) Cc1ccc2c(C(=O)CN3CCCC3)c(C)[nH]c2c1
19) CCCCN(C(=O)CSc1cc(C)c2ccc(OC)cc2n1)c1c(N)n(Cc2ccccc2)c(=O)[nH]c1=O
20) CCC(=O)N1CCN(c2ccccc2NC(=O)c2ccc([N+](=O)[O-])o2)CC1
21) CC(C)(C)[C@H]1C=C(C(=O)O)O[C@@H](OCc2ccc(CO)cc2)C1
22) CCN(CC)C(=O)Cn1cc(C(=O)C(=O)N2CCN(c3ccc(OC)cc3)CC2)c2ccccc21
23) O=C(O)C1CCCCC1C(=O)NCCCCc1ccccc1 (stereo not drawn)
24) CC(C)(C)NC(=O)CSc1nnc(C2CC2)n1-c1ccccc1

Screen / compound no.	17	18	19	20	21	22	23	24
HKDC1 inhibitor	4	-4	-4	0	-5	3	-3	1
SENP1 inh	3	-7	-12	0	2	2	0	1
SENP8 block-1	-2	-10	2	1	-10	4	5	-2
SENP6 inh	-23	-9	2	-2	-1	9	12	-16
SENP7 inh	8	-14	-7	5	-13	4	2	10
beta cell repl	0	-2	-2	-3	-3	0	-3	0
PfG6PD inh	-9	-1	14	5	-11	-6	-11	-19
UBC13 inh	12	-2	-3	-3	-11	1	-4	-10
SENP8 block-2	12	5	-25	30	12	6	12	8

25) COc1ccccc1C(=O)NCCC(=O)NCC1CCCCC1
26) COC(=O)c1ccccc1Sc1c(/C=N/OCc2ccc(Cl)cc2)c(C(F)(F)F)nn1C
27) CCc1c(C)nc(N2CCOCC2)[nH]c1=O
28) CCOc1ccccc1NC(=O)COC(=O)C1CCC(=O)N1 (stereo not drawn)
29) COc1ccccc1N(C(=O)c1ccco1)C(C(=O)NC1CCCC1)c1ccncc1 (stereo not drawn)
30) O=C(Nc1ccccc1)N1CCN(CCc2ccccc2)CC1
31) O=c1c2cc(NC(=S)NC3CC3)ccc2nc2n1CCCCC2
32) Cc1ccc(-c2ccc(C#N)c(=O)n2CC(=O)N(C)C)cc1

Screen / compound no.	25	26	27	28	29	30	31	32
HKDC1 inhibitor	-4	8	2	-3	3	-2	-9	-5
SENP1 inh	1	0	1	3	1	1	2	-4
SENP8 block-1	1	-6	2	2	6	-2	-5	4
SENP6 inh	25	7	-4	16	-21	1	-6	9
SENP7 inh	-2	-6	6	6	-2	5	-5	11
beta cell repl	-1	-3	-5	-3	0	1	0	-3
PfG6PD inh	-5	12	2	-5	-4	-19	3	-6
UBC13 inh	4	-7	-3	3	6	3	9	-3
SENP8 block-2	9	18	23	11	17	4	-28	-86

# Screen by screen, quoted from above.
# Entries 28–32 in SENP7 inh read 6, -2, 5, -5, 11

# Additional records follow.
33) COc1cccc(CN(C)CC(O)COc2cc(Cl)ccc2Cl)c1 (stereo not drawn)
34) Cc1cc(C)c(O)c(-c2cc(C(=O)Nc3c(C)n(C)n(-c4ccccc4)c3=O)[nH]n2)c1
35) Cc1ccc(NC(=O)CCC(=O)c2ccc(Cl)s2)nc1
36) O=C(N/N=C/c1cccnc1)c1cc(-c2ccccc2Cl)nc2ccccc12
37) Cc1cc(C)nc(SCSc2nc(C)cc(C)n2)n1
38) CCCCCn1c(=O)c(-c2nc3ccccc3[nH]2)c(O)c2ccccc21
39) Cc1ccc(-c2c[n+](CC(=O)Nc3c(C)cccc3C)c3n2CCC3)cc1
40) CC(C)Cc1nnc(NC(=O)CN2C(=O)NC3(CCCC3)C2=O)s1

Screen / compound no.	33	34	35	36	37	38	39	40
HKDC1 inhibitor	5	1	1	-2	-5	-17	-5	-5
SENP1 inh	1	1	-12	1	1	1	3	2
SENP8 block-1	-5	0	2	3	/	-10	-1	15
SENP6 inh	-14	0	-6	5	/	-14	-19	-2
SENP7 inh	-5	11	7	5	/	-9	-9	2
beta cell repl	-5	-3	-1	-4	/	-4	2	2
PfG6PD inh	19	-27	-5	15	-14	27	-8	-13
UBC13 inh	11	-2	-5	0	/	-2	0	0
SENP8 block-2	4	4	-63	2	16	-415	37	2

# Individual results from the entries so far.
# compound 38 in SENP1 inh → 1
# compound 34 in SENP7 inh → 11
# compound 40 in UBC13 inh → 0
# compound 33 in beta cell repl → -5
# compound 39 in SENP8 block-1 → -1

# (cont.)
41) CCN(CC)C(=O)c1[nH]cnc1C(=O)NCC(=O)OC(C)(C)C
42) CC(Nc1nc(-c2ccc(F)cc2)cs1)c1nc2cc(C(F)(F)F)ccc2n1CCOCCO (stereo not drawn)
43) COCC(=O)N1CCC(Oc2ccc(C(=O)NC(C)c3nccs3)cc2)CC1 (stereo not drawn)
44) Cc1ccc(N(C)C(=O)N2CCN(S(=O)(=O)c3c(C)cc(C)cc3C)CC2)cc1
45) CCC1(c2ccccc2)NC(=O)N(CC(=O)NCc2ccc(C)cc2)C1=O (stereo not drawn)
46) COC(=O)c1cn(CC(=O)N2CCCCC2C)c2ccccc12 (stereo not drawn)
47) N#Cc1ccsc1NC(=O)CSc1ncnc2ccccc12
48) NC(=O)c1cc(Cl)ccc1OCC(=O)NC1CC1

Screen / compound no.	41	42	43	44	45	46	47	48
HKDC1 inhibitor	2	-2	-6	2	-5	-1	-6	-6
SENP1 inh	0	-3	0	-13	1	2	-15	0
SENP8 block-1	4	-4	2	-6	4	2	-14	-8
SENP6 inh	7	-14	3	2	-12	-4	-22	-11
SENP7 inh	3	1	-2	-1	-6	0	17	-4
beta cell repl	-4	0	-1	-4	-1	1	3	-2
PfG6PD inh	-14	3	5	-5	0	-27	-20	-6
UBC13 inh	-3	18	-7	-13	6	4	-11	0
SENP8 block-2	8	-3	3	2	10	11	-32	-123

# An excerpt from above in order of molar mass, falling:
42) CC(Nc1nc(-c2ccc(F)cc2)cs1)c1nc2cc(C(F)(F)F)ccc2n1CCOCCO (stereo not drawn)
44) Cc1ccc(N(C)C(=O)N2CCN(S(=O)(=O)c3c(C)cc(C)cc3C)CC2)cc1
43) COCC(=O)N1CCC(Oc2ccc(C(=O)NC(C)c3nccs3)cc2)CC1 (stereo not drawn)
46) COC(=O)c1cn(CC(=O)N2CCCCC2C)c2ccccc12 (stereo not drawn)

Screen / compound no.	42	44	43	46
HKDC1 inhibitor	-2	2	-6	-1
SENP1 inh	-3	-13	0	2
SENP8 block-1	-4	-6	2	2
SENP6 inh	-14	2	3	-4
SENP7 inh	1	-1	-2	0
beta cell repl	0	-4	-1	1
PfG6PD inh	3	-5	5	-27
UBC13 inh	18	-13	-7	4
SENP8 block-2	-3	2	3	11

# (cont.)
49) COc1ccc(CNC(=O)c2nn(C)c3c2CS(=O)(=O)c2ccccc2-3)cc1
50) Cc1nn(-c2ccccc2)c(Cl)c1/C=N/Nc1ccc(S(=O)(=O)Nc2ccccc2C(=O)O)cc1[N+](=O)[O-]
51) COc1ccccc1Nc1nc2cc(C)ccc2cc1C#N
52) CCOC(=O)c1c(NC(=S)Nc2ccccc2)sc2c1CCN(CC)C2
53) CCCOc1ccc(C(=O)Nc2ccc(N(C)C)cc2)cc1
54) CC(=O)OC1OCCOC1NC(=S)Nc1cccc(C(F)(F)F)c1 (stereo not drawn)
55) CC(=O)NC12CC3CC(C1)CC(C(=O)N(C)CC(=O)Nc1ccccc1Cl)(C3)C2

Screen / compound no.	49	50	51	52	53	54	55
HKDC1 inhibitor	-5	-1	-10	4	-2	-10	-6
SENP1 inh	1	2	-95	-23	-2	3	1
SENP8 block-1	-2	-1	-9	3	5	7	-4
SENP6 inh	7	21	-4	0	6	-4	-10
SENP7 inh	-4	-5	-11	10	4	0	12
beta cell repl	2	-6	-3	1	-4	5	0
PfG6PD inh	1	-20	6	26	31	11	3
UBC13 inh	-7	-71	9	-5	-7	-1	0
SENP8 block-2	10	23	-31	-177	10	9	8
